Mdm2 MdmX PPI = disrupts the human Mdm2-MdmX interaction; O15151+Q00987; SaOS-2 split-luciferase Mdm2/MdmX complementation, luminescence; inhibition, % at 8 µM; 3% of 330,000 active; AID 485346;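 active means inhibition of at least 50% at 8 µM in the primary screen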
tim23-1 inh = tim23-1 yeast growth inhibition; S. cerevisiae tim23-1 growth, BacTiter-Glo luminescence, 24 h; inhibition, % at 20 µM; 1.3% of 330,000 active; AID 463212;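 active means growth inhibition of the mutant yeast at or above 50%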;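 further: temperature-sensitive mutant grown at 25 °C; plate controls were DMSO-treated mutant yeast for no effect and medium wells lacking yeast for full effect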
CHOP UPR activ = apoptotic UPR (CHOP) activation | activation, % at 10 µM | 0.34% of 330,000 active | AID 449763 | CHO-CHOP luciferase reporter, luminescence; percent of tunicamycin response over DMSO baseline;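 active means at 10 µM dose, activation of 40% or more, normalized to positive control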;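 further: 100% = tunicamycin at 10 µg/mL and 0% = DMSO alone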
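Test system: CHO-CHOP cells, stable luciferase reporter of PERK-eIF2a-CHOP signalling | Quantity: 500 CHO-CHOP cells per well | Buffer or medium: F12 plus 10% serum | Compound dosing: 10 µM single point, 0.5% DMSO | Schedule: 6 h compound treatment, 37 °C | Signal: Luciferase luminescence | Control set: Tunicamycin high control, DMSO low control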
APJ agonist = APJ receptor agonism | P35414 | 0.11% of 330,000 active | CHO-K1 APJ PathHunter beta-arrestin, luminescence; 0% DMSO wells, 100% apelin | activation, % at 20 µM;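 active means activation more than six SD over the plate average, tested at 20 µM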;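 further: 0% = DMSO alone and 100% = apelin-13 at 10 nM; some results filed as inactive read as strong as hits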
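Test system: CHO-K1 APJ beta-arrestin complementation cell line. Amount: cell density 1000 per well. Controls: DMSO negative, 10 nM Apelin-13 positive. Signal: luminescent beta-gal fragment complementation, chemiluminescent substrate. Read-out basis: agonist-driven arrestin binding to APJ. Timing: compound stimulation 90 min at 25 °C, detection 60 min.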
CCR6 antagonist = CCR6 (human) receptor antagonism; 0.49% of 340,000 active; P51684; CHO-K1 CCR6 PathHunter beta-arrestin, luminescence, CCL20-stimulated; AID 493098; inhibition, % at 20 µM;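 active means compounds whose inhibition of the agonist-driven luminescence signal at 20 µM reaches about 50%, limit read from the data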;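 further: cells stimulated with CCL20 at 14 nM final; plate controls were DMSO with CCL20 for no effect and DMSO without agonist for full effect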
Target sequence (P51684 whole entry, looked up): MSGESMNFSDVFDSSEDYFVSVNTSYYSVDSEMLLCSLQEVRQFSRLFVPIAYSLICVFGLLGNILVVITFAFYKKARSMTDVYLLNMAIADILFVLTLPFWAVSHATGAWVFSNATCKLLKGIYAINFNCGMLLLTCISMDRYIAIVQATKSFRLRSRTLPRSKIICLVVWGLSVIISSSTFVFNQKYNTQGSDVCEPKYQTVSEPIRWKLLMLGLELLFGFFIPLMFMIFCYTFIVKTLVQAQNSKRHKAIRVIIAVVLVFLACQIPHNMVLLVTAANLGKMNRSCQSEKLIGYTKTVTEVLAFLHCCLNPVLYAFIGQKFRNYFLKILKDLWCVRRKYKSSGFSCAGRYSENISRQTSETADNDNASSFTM
EBI2 block = EBI2 (human) antagonism | P32249 | EBI2 beta-arrestin recruitment, luminescence, 7a,25-OHC stimulated | inhibition, % at 5 µM | 0.81% of 360,000 active; in the data active means inhibition above about 38%;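 further: enzyme fragment complementation signal reports receptor beta-arrestin coupling in cells; 0% = agonist plus DMSO wells and 100% = wells without agonist; some results beyond the cut were filed as inactive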
Target sequence (P32249 whole entry, looked up, the tested form may be a part): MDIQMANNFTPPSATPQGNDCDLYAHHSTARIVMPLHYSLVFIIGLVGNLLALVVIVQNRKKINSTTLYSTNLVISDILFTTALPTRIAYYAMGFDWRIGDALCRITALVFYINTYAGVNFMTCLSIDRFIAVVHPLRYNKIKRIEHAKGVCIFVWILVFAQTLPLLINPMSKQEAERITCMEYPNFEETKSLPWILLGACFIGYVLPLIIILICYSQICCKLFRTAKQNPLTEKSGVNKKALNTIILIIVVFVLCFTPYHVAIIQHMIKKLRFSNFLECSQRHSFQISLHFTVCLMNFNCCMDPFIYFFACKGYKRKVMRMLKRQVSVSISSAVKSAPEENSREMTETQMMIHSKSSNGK
CXCR6 inh = inhibitors of human CXCR6 receptor. 0.36% of 360,000 active. CHO-K1 PathHunter CXCR6 beta-arrestin, luminescence. AID 602244. inhibition, % at 20 µM. O00574; in the data active means inhibition above about 34%, passing the limit was not always enough;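 further: antagonist mode with CXCL16 agonist at 10 nM final; 0% = 10 nM CXCL16 with DMSO and 100% = unstimulated wells without agonist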
Target sequence (O00574 whole entry, looked up): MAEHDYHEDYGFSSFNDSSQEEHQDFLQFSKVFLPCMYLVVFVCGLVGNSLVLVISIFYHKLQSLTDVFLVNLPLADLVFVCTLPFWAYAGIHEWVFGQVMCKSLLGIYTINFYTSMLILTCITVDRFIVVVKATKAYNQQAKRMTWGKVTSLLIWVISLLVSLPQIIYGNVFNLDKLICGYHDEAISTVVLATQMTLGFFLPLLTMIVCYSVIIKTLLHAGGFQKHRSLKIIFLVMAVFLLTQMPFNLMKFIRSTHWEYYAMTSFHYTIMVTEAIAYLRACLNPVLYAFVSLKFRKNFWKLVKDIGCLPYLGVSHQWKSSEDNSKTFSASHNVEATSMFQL
XBP1 UPR activ = activators of adaptive arm of unfolded protein response (XBP1) | CHO-XBP1 luciferase reporter, IRE1-XBP1 UPR activation, luminescence; percent of tunicamycin response, DMSO as zero | 0.33% of 330,000 active | activation, % at 20 µM;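 active means versus positive control, 20 µM dose yields 30% or more activation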;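 further: 100% = tunicamycin at 10 µg/mL and 0% = DMSO only wells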
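Material: CHO-XBP1 cells stably carrying IRE1-XBP1-driven luciferase reporter | Medium: F12 with 10% serum | Compound dosing: 20 µM single concentration, DMSO 1% | Incubation: Overnight seeding at 37 °C, 6 h compound treatment at 37 °C | Detection: Steady-Glo luminescence read | Read-out basis: % activation of reporter signal versus tunicamycin and DMSO controls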
APJ antag = APJ receptor antagonism | P35414 | 0.32% of 330,000 active | inhibition, % at 20 µM | CHO-K1 APJ beta-arrestin complementation, luminescence;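 active means inhibition above about 40% at 20 µM, limit read from the data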;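 further: cells challenged with 10 nM apelin-13 agonist together with compound; plate controls were apelin-13 plus DMSO wells for no effect and DMSO wells lacking apelin-13 for full effect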
Active calls of the source: *; · = no result given. These rows are one share of the data; the hit share may differ from the screen's.

SMILES	tim23-1 inh	CHOP UPR activ	APJ antag	XBP1 UPR activ	Mdm2 MdmX PPI	CCR6 antagonist	CXCR6 inh	APJ agonist	EBI2 block
OCCCN=C1CCCc2c1[nH]c1ccc(Cl)cc21	10	-0.5	12	1	43	-1	0	-3	-1
CCCOc1ccc(CCc2n[nH]c(=S)n2Cc2ccccc2)cc1	3	-0.3	10	-1	-12	21	11	-9	-4
Cc1c(Cl)cccc1NC(=O)NC1CCCCC1	2	1.6	12	-1	14	9	4	-5	4
Cc1ccc(NC(=O)c2ccc(NS(=O)(=O)c3ccc4[nH]c(=O)[nH]c4c3)cc2)nc1	-8	0.5	5	0	9	8	-1	-1	-7
CCOC(=O)C1CCN(C(=O)CC2C(=O)N(Cc3ccccc3)C(C)c3nc4ccccc4n32)CC1 (stereo unspecified)	17	-0.4	9	0	-5	4	6	-3	-6
COCCn1c(SCC(=O)Nc2sc(C)c(C)c2C#N)nnc1C(C)C	7	-2.2	3	-1	-24	-24	3	-2	9
COC(=O)C1=C(C)N(Cc2ccc(OC)cc2)C(=O)/C1=C\c1ccco1	15	1.0	15	0	-5	23	20	-5	1
COC(=O)CCCC(=O)Nc1ccc(Br)cc1	-2	0.1	-3	2	27	8	-5	-3	-5
COc1ccc(S(=O)(=O)N(C)C[C@H]2Oc3ccc(NC(=O)Nc4c(C)noc4C)cc3C(=O)N([C@H](C)CO)C[C@@H]2C)cc1	-9	0.3	12	-2	5	-8	-4	-2	8
Cc1ccc(-c2csc3nc(SCC(N)=O)n(Cc4ccccc4)c(=O)c23)cc1	37	0.8	9	-3	28	18	1	-2	24
COc1ccc(S(=O)(=O)N2CCC(N3CCN(Cc4ccccc4)CC3)CC2)cc1	-16	0.6	-4	0	1	-9	2	-2	-5
Cc1cc(SC#N)cc(C)c1NC(=O)CCl	-111	4.1	14	23	59*	-5	5	-6	-4
Cn1c(SCc2nnc(-c3ccccc3)o2)nc2ccccc21	31	-0.1	-7	-3	13	-7	6	1	-10
COC(=O)CCc1c(C)c(C(=O)c2ccco2)c2ccccn12	24	0.5	-15	-2	-3	-8	-4	-5	-7
CC(OC(=O)CC1CCCCC1)C(=O)Nc1ccc(F)cc1 (stereo unspecified)	12	-0.7	4	-3	-2	6	6	1	-1
CC[n+]1c(/C=C2/C=C(C)CC(C)(C)C2)sc2ccc(OC)cc21	30	5.5	14	-5	54*	8	-5	0	3
O=c1c(-c2ccc(O)cc2)coc2cc(O)cc(O)c12	17	1.3	-87	3	-71	7	-8	-6	4
CCn1cc(C(=O)N2CCCC2)c(=O)c2cc(S(=O)(=O)N(C)C)ccc21	-8	-1.4	-13	-2	11	2	7	-1	-4
CC1CCCCN1C(=O)CSc1nnc(Cc2ccccc2)n1C (stereo unspecified)	1	-0.5	7	0	-4	8	-1	-7	4
COc1cccc(NC(=O)CSc2nc3c(c(=O)n2C)SC(C)C3)c1 (stereo unspecified)	-14	-1.0	12	-1	17	-1	5	-4	-3
O=C(CCN1CCOCC1)NC12CC3CC(CC(C3)C1)C2	9	-1.7	7	2	3	5	4	-3	-4
Cc1ccc2[nH]c(=O)c(COC(=O)C3CCCO3)cc2c1 (stereo unspecified)	4	0.8	4	-1	-4	33	-7	-2	0
CCN(CC)S(=O)(=O)c1ccc(NC(=O)CN(c2ccc(OC)cc2OC)S(C)(=O)=O)cc1	-8	0.3	6	1	-15	11	-2	-1	-5
Cc1cc([N+](=O)[O-])nn1Cc1ccc(C(=O)N/N=C/c2ccc(N(C)C)cc2)cc1	-1	3.5	13	2	2	7	15	1	1
Fc1c(CSC(=S)N2CCOCC2)cccc1CSC(=S)N1CCOCC1	15	0.8	-17	-2	29	-2	3	2	10
COc1ccc(C(=O)OCCN=C2NS(=O)(=O)c3ccccc32)cc1OC	14	-0.5	-31	0	12	3	1	1	1
O=S(=O)(c1ccc(Oc2ccccc2)cc1)N1CCOCC1	16	0.1	-9	0	14	-2	1	0	-12
O=C(CCN1C(=O)c2ccccc2C1=O)N1CCC(c2ccccc2)C1 (stereo unspecified)	24	-1.2	-4	2	10	-5	9	-3	-4
CC[C@H](C)[C@@H](CN[C@H](CCCCNC)CNC)NCC1CCCC1	-4	0.0	5	-2	12	7	0	-1	-3
C/C(=N/N1CCN(Cc2cccc3ccccc23)CC1)c1cccnc1	8	-3.6	7	0	16	11	9	0	-2
Cc1ccc(/C=N/NC(=O)C[n+]2ccccc2)s1	-15	1.0	-17	-1	-16	-4	-3	2	-16
Clc1cccc(CN2CCc3c([nH]c4ccccc34)C2)c1	25	0.0	-33	-1	34	5	-4	11	27

Whole records, quoted from the list:
`Cc1ccc(/C=N/NC(=O)C[n+]2ccccc2)s1` is entered as tim23-1 inh: -15; CHOP UPR activ: 1.0; APJ antag: -17; XBP1 UPR activ: -1; Mdm2 MdmX PPI: -16; CCR6 antagonist: -4; CXCR6 inh: -3; APJ agonist: 2; EBI2 block: -16
`Clc1cccc(CN2CCc3c([nH]c4ccccc34)C2)c1` is entered as tim23-1 inh: 25; CHOP UPR activ: 0.0; APJ antag: -33; XBP1 UPR activ: -1; Mdm2 MdmX PPI: 34; CCR6 antagonist: 5; CXCR6 inh: -4; APJ agonist: 11; EBI2 block: 27

More records:
SMILES	tim23-1 inh	CHOP UPR activ	APJ antag	XBP1 UPR activ	Mdm2 MdmX PPI	CCR6 antagonist	CXCR6 inh	APJ agonist	EBI2 block
O=C(CC(Nc1ccccc1Cl)C(=O)OCC(=O)c1cccs1)c1ccccc1 (stereo unspecified)	24	0.4	12	2	40	9	5	-3	15
NS(=O)(=O)c1ccc(NC(=S)N2CCN(S(=O)(=O)c3ccc(F)cc3)CC2)cc1	13	-2.8	-4	-1	-21	·	·	2	·
CCO[C@@H]1OC(C(=O)Nc2ccccc2)=C[C@H](c2coc3ccccc3c2=O)[C@H]1CCCO	23	5.4	7	4	4	13	8	4	5
O=C(C1=C(O)C(=O)N(c2ncccn2)C1c1cccs1)c1ccco1 (stereo unspecified)	6	-0.4	3	0	5	5	6	-1	3
CC(=O)N1CCc2c(sc(NC(=O)c3ccc(S(=O)(=O)N(C)C)cc3)c2C#N)C1	15	-0.5	-21	2	-19	14	6	-5	2
CC(C)CC(C(=O)NCc1ccccn1)N1C(=O)c2ccccc2C1=O (stereo unspecified)	11	-3.6	-7	-1	17	-12	1	-1	-1
COc1ccc(C2CC(c3ccccc3)=NN2C(=O)COC(=O)c2cnc(Cl)c(Cl)c2)cc1 (stereo unspecified)	14	1.4	7	3	40	2	6	0	8
CCOC(=O)C(CC)Sc1ccc2nnc(-c3cccnc3)n2n1 (stereo unspecified)	3	-1.2	5	-2	10	2	8	0	1
CCn1c(SCC(=O)NCc2ccco2)nc2cccnc21	-5	0.8	4	-2	11	9	-4	0	-8
COCCNC(=O)Cc1ccc(Br)cc1	-11	0.2	14	-1	7	-4	7	-3	-6
Cc1nc(-c2coc3cc(OCC(=O)O)ccc3c2=O)cs1	18	-2.7	-5	-2	-6	-1	6	-2	-8
CCOc1ccccc1-n1c(SCC(=O)N(CC)CC)nnc1-c1ccccn1	5	-1.0	-2	0	-34	-4	0	-4	-3
Cc1ccc(S(=O)(=O)NN2C(=O)c3ccccc3NC2c2ccccc2)cc1 (stereo unspecified)	27	1.6	7	-4	12	3	-10	-4	-5
O=C(c1ccc(-c2nnc(Nc3cccc(Cl)c3)c3ccccc23)cc1)N1C[C@H]2C[C@H](C1)c1cccc(=O)n1C2	13	-0.2	-13	0	32	17	-6	3	7
O=C(COC(=O)c1ccccc1[N+](=O)[O-])Nc1cccnc1Cl	14	1.1	-1	0	16	6	-2	-3	-5
O=C(N/N=C/c1cccnc1)c1ccc(CN2c3cccc4cccc(c34)S2(=O)=O)cc1	26	-0.1	-17	-3	-7	4	-14	2	1
CC1CC(=O)N(Cc2ccccc2)c2ccccc2N1C=O (stereo unspecified)	-6	-1.9	-1	-2	4	2	-4	0	0
C/[N+]([O-])=C\c1ccc([N+](=O)[O-])o1	34	-2.9	0	-2	-15	-3	-22	-1	-3
COCCCN1C(=O)CC(C(=O)OC)=C1C	-6	0.9	7	0	21	1	-12	-3	0
Cc1[nH]c2ccccc2c1SCC(=O)N1CCCCCC1	26	-1.0	5	-3	17	3	3	-1	13
Cc1cc(C)c(S(=O)(=O)N2CCN(C)CC2)c(C)c1	-2	-1.7	-1	-2	13	-23	-1	1	-15
O=C(CSc1ccc(-c2ccccn2)nn1)c1ccccc1	-5	0.5	12	1	13	6	-1	-3	-5
Cc1ccc(-n2c(=O)c3c(C)c(C)sc3n(Cc3cc(=O)n4ccccc4n3)c2=O)cc1C	-60	3.7	-4	2	31	3	1	0	-1
COc1cc(/C=N/N(C)c2ccccc2)cc(Cl)c1O	38	5.7	-20	8	-37	3	-1	2	2
Cc1ccc(S(=O)(=O)N2CCN(C)CC2)cc1[N+](=O)[O-]	-24	-0.3	-16	6	-24	-3	3	0	5
Cc1ccc(NC(=O)c2cc(-c3ccc(C)c(C)c3O)n[nH]2)cc1C	-17	-2.1	3	-5	29	12	3	0	8
CC(C)n1c(N2CCN(C(=O)Nc3ccc(F)cc3F)CC2)nc2ccccc21	33	-1.1	7	-1	-3	-4	0	0	3
Cc1ccc(C(=O)OCC(=O)Nc2ncc(C(F)(F)F)cc2Cl)cc1NC(=O)c1ccco1	17	-0.8	4	2	-5	9	0	0	0
COC(=O)[C@@H]1C[C@@]2(O)[C@H](O)[C@H](O)[C@H](O)C[C@H]2N1Cc1ccc(-c2ccccc2)cc1	-16	-0.1	-8	4	-7	15	0	-1	-8
Cc1ccc(N(CC(=O)Nc2ccc(F)cc2)S(=O)(=O)N2CCCC2)cc1	-6	-1.0	1	-1	-10	1	6	-1	8
O=S(=O)(Cc1ccccc1)N=Nc1c(O)[nH]c2ccc(Br)cc12	11	4.4	19	2	15	25	6	-5	28
O=C(CSc1ncccn1)NCc1ccccc1	1	0.4	-17	0	-18	2	-5	-8	4
COc1ccc(Cc2nnc(Nc3ccc(C)cc3)o2)cc1OC	18	2.5	-1	-2	-4	18	-8	-5	3
O=C(O)c1cc2ccccc2cc1Nc1ccccc1	24	-2.3	-31	-2	6	0	3	-1	-1
c1coc(Cn2c(-c3ccco3)nc3ccccc32)c1	-4	2.5	15	2	21	9	-3	-3	-14
CC(=O)N1CCCc2cc(S(=O)(=O)NCCC3=CCCCC3)ccc21	-4	-1.7	10	-5	23	6	-10	7	2
O=C(c1ccc(Br)cc1)N1CCCC(c2nc(-c3cccs3)no2)C1 (stereo unspecified)	37	-0.6	7	0	4	10	-3	-3	3
Fc1ccc(Cn2cc(C(=S)N3CCOCC3)c3ccccc32)cc1	33	-0.7	-6	-1	11	20	4	-3	3
c1ccc(-c2nnsc2Sc2ccccn2)cc1	26	3.6	-3	-1	-29	8	10	-5	1
